# SUMO1-SIM PPI: SUMO1-SIM interaction modulation. inhibition, % at 20 µM. actives 0.33% (n = 360,000). SUMO1 binding to a labelled peptide, TR-FRET, 1 h. P63165; in the data active = inhibition above about 37%
# NadD block: blocks S. aureus nicotinate mononucleotide adenylyltransferase | actives 0.78% (n = 360,000) | inhibition, % at 20 µM | purified NadD enzyme, colorimetric absorbance read-out; in the data active = inhibition above about 26%; also: some compounds past the cut are filed as inactive
# CSN inh: inhibitors of human CSN-mediated cullin deneddylation; Purified CSN, SCF-Nedd8-OG deneddylation, fluorescence polarization; inhibition, % at 12.5 µM; AID 651999; actives 0.38% (n = 360,000); Q92905;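 active = pattern-corrected inhibition above about 35%, with an unprinted fluorescence ratio check between 0.5 and 1.5, limit read from the data, passing the limit was not always enough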;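 also: 0% = enzyme with substrate and 100% = substrate without enzyme; some results filed as inactive read as strong as hits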
# Target sequence (Q92905 whole entry, looked up, one chain of several): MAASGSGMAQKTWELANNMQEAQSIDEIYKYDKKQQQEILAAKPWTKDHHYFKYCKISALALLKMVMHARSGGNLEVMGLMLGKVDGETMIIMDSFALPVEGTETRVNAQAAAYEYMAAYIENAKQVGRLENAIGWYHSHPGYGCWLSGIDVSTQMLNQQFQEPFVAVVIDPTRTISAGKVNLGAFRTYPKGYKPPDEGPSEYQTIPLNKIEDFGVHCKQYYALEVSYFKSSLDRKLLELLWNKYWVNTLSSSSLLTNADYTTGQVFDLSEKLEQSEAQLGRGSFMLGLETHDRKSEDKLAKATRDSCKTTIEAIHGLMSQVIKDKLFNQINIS
#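 test system = HEK293T-derived human Csn5 enzyme | amount = 0.24 nM Csn5 enzyme, final concentration | medium = Tris/NaCl/DTT buffer, pH 7.5 | schedule = 90 min reaction at room temperature | signal = FP | evaluation = inhibition of Csn5 cleavage, % | compound dosing = single dose of 12.5 µM compound with 0.25% DMSO | probe or stimulus = 10 nM SCFSkp2-Nedd8OG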
# STEP inh: inhibitors of human striatal-enriched phosphatase STEP; P54829; recombinant STEP, OMFP fluorogenic substrate, fluorescence; inhibition, % at 20 µM; actives 0.25% (n = 360,000); AID 588621;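 active = inhibition at 20 µM, scaled per plate between control wells, above about 37%, limit read from the data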;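 also: 0% = DMSO with enzyme and substrate and 100% = substrate only without enzyme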
# Target sequence (P54829 whole entry, looked up): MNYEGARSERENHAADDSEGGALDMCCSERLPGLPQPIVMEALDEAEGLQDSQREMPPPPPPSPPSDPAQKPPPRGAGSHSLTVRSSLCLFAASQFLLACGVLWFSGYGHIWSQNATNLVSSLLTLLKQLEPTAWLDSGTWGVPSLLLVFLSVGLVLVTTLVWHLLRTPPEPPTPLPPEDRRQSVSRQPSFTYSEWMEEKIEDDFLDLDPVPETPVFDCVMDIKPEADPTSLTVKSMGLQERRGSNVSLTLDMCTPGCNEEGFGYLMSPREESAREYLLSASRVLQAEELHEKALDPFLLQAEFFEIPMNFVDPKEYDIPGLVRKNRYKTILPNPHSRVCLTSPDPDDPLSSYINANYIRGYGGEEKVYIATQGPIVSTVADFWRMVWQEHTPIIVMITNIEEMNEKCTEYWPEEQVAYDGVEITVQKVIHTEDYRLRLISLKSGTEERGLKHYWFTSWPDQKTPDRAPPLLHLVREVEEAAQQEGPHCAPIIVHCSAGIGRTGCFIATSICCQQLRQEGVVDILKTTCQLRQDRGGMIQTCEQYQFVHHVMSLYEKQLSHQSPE
#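 System: isolated STEP enzyme; schedule: 20 min enzyme reaction at room temperature, protected from light; medium: Bis-Tris buffer pH 6.0, 2.5 mM DTT, 0.005% Tween 20; signal: fluorescence, 480/540 nm; dosing: single compound dose of 20 µM, 1% DMSO final; also added: OMFP substrate, 25 µM final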
# Rin1 Abl inh: blocks binding of human Rin1 to Abl | P00519+Q13671 | TR-FRET Rin1/Abl binding, biochemical | inhibition, % at 7.35 µM | actives 0.4% (n = 360,000) | AID 588664; in the data active = inhibition above about 5%, passing the limit was not always enough
# Scp1 inh: Scp-1 (human) phosphatase inhibition | Recombinant Scp1, phosphopeptide, malachite green phosphate absorbance | actives 0.88% (n = 340,000) | inhibition, % at 20 µM | Q9GZU7;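 active = inhibition above about 50% at 20 µM, limit read from the data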;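 also: plate controls were DMSO wells with enzyme for no effect and wells lacking enzyme for full effect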
#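 System: truncated SCP-1 phosphatase (76-261aa); medium: Tris acetate buffer pH 5.5 with MgCl2 and Tween-20; incubation: 45 min room-temperature reaction, 5 min colour, 30 min stabiliser; compound: single 20 µM dose, 1% DMSO; reagent: Phosphorylated 17-residue peptide substrate; read-out: % inhibition at 20 µM; technique: colorimetric free-phosphate detection, absorbance 630 nm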
# LMPTP block: blocks human LMPTP phosphatase; recombinant LMPTP-A, OMFP fluorogenic substrate, fluorescence intensity; inhibition, % at 20 µM; actives 0.22% (n = 360,000);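 active = compounds that cut the enzyme signal by at least half of the control window in the single-dose screen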;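 also: plate controls were DMSO wells with enzyme plus substrate for no effect and substrate without enzyme for full effect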
# Target sequence (P24666 whole entry, looked up): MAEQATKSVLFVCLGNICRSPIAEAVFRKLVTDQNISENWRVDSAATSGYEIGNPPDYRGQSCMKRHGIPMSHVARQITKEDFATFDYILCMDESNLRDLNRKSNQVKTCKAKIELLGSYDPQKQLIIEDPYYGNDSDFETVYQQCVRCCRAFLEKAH
#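 Assay system: LMPTP-A enzyme. Input: 0.625 nM LMPTP-A final. Probe or stimulus: 400 µM OMFP. Compound dosing: single 20 µM dose. Schedule: 50 min dark incubation at room temperature. Detection: fluorescence intensity of OMFP turnover product. Read-out: percent inhibition versus substrate-only and uninhibited controls. Benchmarks: no-enzyme low control, uninhibited high control.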
# DNMT1 inh: blocks human DNA methyltransferase DNMT1; P26358; DNMT1 molecular beacon, Hinp1I cleavage, fluorescence; inhibition (reported as % activation of signal), % at 10 µM; actives 0.83% (n = 360,000); in the data active = inhibition above about 50%
# Rpn11 block: blocks the human proteasome subunit Rpn11 | calls only at 20 µM | actives 0.59% (n = 360,000) | AID 588493 | O00487 | human 26S proteasome, Ub4-pepOG fluorescence polarization; 20S core pre-blocked with epoxomicin;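 active = inhibition at 20 µM, scaled to each plate's controls, above about 33%, limit read from the data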
# Neddyl block: inhibitors of human cullin neddylation | actives 0.58% (n = 360,000) | TR-FRET cullin neddylation, biochemical | AID 651699 | calls only at 25 µM; in the data active = inhibition above about 36%
# * = called active by the depositor; i = inactive; x = not tested or not shown; + = active, no number; & = joins results of further samples.
SMILES,SUMO1-SIM PPI,NadD block,CSN inh,STEP inh,Rin1 Abl inh,Scp1 inh,LMPTP block,DNMT1 inh,Rpn11 block,Neddyl block
O=C(NCc1ccccc1)C1(C(F)(F)F)C/C(=C/CCO)CCCO1 (stereo not drawn),3,-5,-2,1,1,-12,0.3,3,i,i
COC(=O)c1sc(NC(=O)c2oc3ccccc3c2C)nc1C,3,-9,2,1,0,-10,0.1,-2,i,i
Cc1cc2ncn(C3CC(=O)N(Cc4ccc(N5CCCC5=O)cc4)C3=O)c2cc1C (stereo not drawn),3,4,2,0,-4,-4,0.6,0,i,i
CCCCCn1c(N)c(C#N)c2nc3ccccc3nc21,-8,2,3,-1,-3,-10,3.5,18,i,x
COc1nc(C)nc(NC(=O)NS(=O)(=O)c2ccc(C)cc2)n1,3,-3,0,-1,0,-12,-2.0,1,i,i
CCOC(CNC(=O)c1ccc(CNC(=O)c2ccc(OC)c(OC)c2)cc1)OCC,2,-2,-5,0,-1,0,-2.0,4,i,i
COC(=O)c1ccc(N2CCOCC2)c(NC(=O)Nc2cccc(OC)c2)c1,1,4,0,0,-4,-7,1.6,-4,i,i
O=C(NC(=S)N1CCCCC1)c1cccs1,1,-1,4,-1,0,-2,-1.6,5,i,i
Cc1cc(C)n(CCCNCC(O)c2ccccc2)n1 (stereo not drawn),0&2,-4&-2,-1&-5,-2&0,0&6,-10&-3,-4.1&-1.6,4&4,i,i
COc1cccc(-c2nc(CS(=O)(=O)CC(=O)NCCCOC(C)C)c(C)o2)c1,2,7,2,5,0,-4,-2.3,-3,i,i
O=C(CN1CCN(c2ccccc2O)CC1)Nc1ccccc1C(=O)NCCc1ccccc1,-1,1,-3,-2,4,-13,1.7,-19,i,i
CC(C(=O)NCc1ccc2c(c1)OCO2)N1c2cccc3cccc(c23)S1(=O)=O (stereo not drawn),-11,-6,4,1,-2,-6,1.7,-6,i,i
CN1CCC(=O)N([C@H](CN=[N+]=[N-])Cc2ccccc2)CC1,-3,-7,0,7,0,-8,-3.7,5,i,i
CC(=O)Nc1ccccc1NC(=O)C/C(C)=N/NC(=O)C(=O)Nc1cccc(Cl)c1C,1,3,-7,-1,-2,-8,0.4,-3,i,i
CC(=O)N1CCc2cc(S(=O)(=O)CCC(=O)NCc3ccc(Cl)cc3)ccc21,-2,-3,4,1,4,1,-3.2,-1,i,i
Cc1ccc2[nH]c(=O)c(CN(Cc3cccnc3)C(=O)c3ccncc3)cc2c1,4,8,-3,-1,4,-7,-0.5,7,i,i
CCN(CC(=O)NC1CCS(=O)(=O)C1)S(=O)(=O)c1cc([N+](=O)[O-])ccc1C (stereo not drawn),-18,-5,5,3,1,-10,-1.3,0,i,i
CCCCC(=O)Nc1ccc(NC(=O)c2ccccc2OC)cn1,3,-1,0,7,3,-2,-0.4,5,i,i
CCOC(=O)c1nnc2cc(-c3ccc(Br)cc3)nn2c1C,8,7,-3,-1,0,-5,-2.6,14,i,i
CC(C)CNS(=O)(=O)c1ccc(OCC(=O)NCC2CCCO2)c(Cl)c1 (stereo not drawn),32,2,-2,4,3,5,-1.2,-1,i,i
O=C(CCC(=O)N1CCN(c2ccccn2)CC1)c1cccs1,-5,0,-2,-3,0,11,1.2,-1,i,i
NS(=O)(=O)c1ccc(CNC(=O)C23CC4CC(CC(C4)C2)C3)cc1,0,-3,-3,-2,3,5,-0.6,-4,i,i
Cc1cccc(CCNc2nc3ccccc3n3nnnc23)c1,20,1,3,-2,3,-11,-0.4,12,i,i
O=C(c1c[nH]c(C(=O)N2CCN(c3ccccc3F)CC2)c1)c1cccc(Cl)c1Cl,-1,13,-3,-4,-2,-6,2.1,-2,i,i
Cn1ccnc1SCC(=O)NC1CC1,5,0,2,-4,-3,-3,-1.4,4,i,i
COC(=O)/C(=C\Nc1ccc(Cl)cc1Cl)NC(=O)c1ccc(OC)cc1,40*,-3,9,2,-1,-10,2.9,-1,i,i
COc1ccccc1NCCC#N,-3,1,5,0,-3,8,-0.8,1,i,i
CN(C)C(=O)N1CCC(C(=O)N2CCCC(C(=O)c3ccc(C(C)(C)C)cc3)C2)CC1 (stereo not drawn),-1,8,3,-1,7,-1,-0.7,-4,i,i
CCOc1ccc(C(=O)C(C)=O)c(OCC)c1,3,-3,6,-3,3,-8,0.5,-1,i,i
Cc1ccc(N(C(=O)CNC(=O)c2ccco2)C(C(=O)NCC2CCCO2)c2ccccc2)cc1C (stereo not drawn),1,-2,0,0,2,4,-0.1,-1,i,i
Fc1ccc(CNCc2cccc(Br)c2)cc1,-1,0,-6,-3,-1,3,-1.1,6,i,i
CCC(C)c1ccccc1NC(=O)c1cccnc1 (stereo not drawn),0,0,1,-2,2,-4,-0.2,-1,i,i
Cc1ccc(NC(=S)N2CCC(O)CC2)c(C)c1,12,-4,1,0,1,0,-1.0,1,i,i
COC(=O)c1c(NC(=O)/C=C/c2ccc3c(c2)OCO3)sc(C)c1C,-5,7,-8,-1,1,-2,0.5,37,i,x
O=C(NNC(=O)c1ccccc1F)C1=NN(c2ccccc2)C(=O)CC1,0,-6,-5,2,0,-9,-1.2,3,i,i
COc1ccc(CSc2nc(O)cc(=O)n2CC(C)C)cc1F,0,2,0,-2,1,0,1.5,3,i,i
CCOc1ccc(NC(=O)COC(=O)CCN2C(=O)C3CC=CCC3C2=O)cc1OCC (stereo not drawn),4,-7,1,1,1,-7,0.6,-7,i,i
COc1cccc(N(C(=O)c2ccco2)C(C(=O)NC2CCCC2)c2ccc(N3CCOCC3)cc2)c1 (stereo not drawn),3,4,3,-2,1,-1,0.1,1,i,i
CC1=CC(C)(C)NC(=S)N1c1ccc(C)cc1,3,0,2,-5,1,-10,-0.3,-3,i,i
CC1(C(=O)NCCC#N)CCN1C(=O)CC(c1ccccc1)c1ccccc1 (stereo not drawn),10,-1,4,2,-1,x,-1.0,9,i,i
Cc1onc(-c2ccccc2Cl)c1C(=O)NCc1nc(-c2ccccc2)no1,3,-5,-1,1,1,-7,-0.4,-4,i,i
COc1ccc(C(=O)CCN2CCC(C)CC2)cc1,-4,1,-6,2,2,-10,-1.4,3,i,i
C=CC[C@H](CC(=O)N(CCO)Cc1ccccc1)C(=O)NC[C@H](OC(=O)[C@@H](CC=C)Cc1ccc(F)cc1)c1ccccc1,1,-12,-6,2,1,-14,2.8,-10,i,i
CCNC(=O)C1CCCN(C(=O)c2ccc(F)c(Cl)c2)CC1 (stereo not drawn),3,-1,3,-2,0,x,-1.1,0,i,i
Cc1cc(C)n2nc(SCC(=O)N3CCC(C)CC3)nc2n1,5,-3,0,-2,2,-5,-0.8,9,i,i
COc1ccc(/C(C)=C2\SC(=S)N(CCC(=O)O)C2=O)cc1,-15,-4,0,0,2,-6,-0.9,-4,i,i
CC1CCN(C(=O)Cc2nn(C)c(=O)c3ccccc23)CC1,0,-1,-4,-3,1,-8,-3.1,-2,i,i
COc1ccccc1C(=O)Nc1ccc(S(=O)(=O)N2CCC(C)CC2)cc1,2,-13,2,2,3,-10,1.9,-1,i,i
COC(c1ccccc1)c1nnc(CCC(=O)N(C)Cc2cccc(-n3cccn3)c2)o1 (stereo not drawn),-1,-7,5,-1,3,-4,-0.1,1,i,i
Cc1cccc(C)c1N1CCN(S(=O)(=O)c2ccccc2)CC1,-4,-7,-2,4,2,-12,2.0,7,i,i
CCOC(=O)C(=CNc1ccc(NC2=NCC(C)S2)cc1)C(=O)OCC (stereo not drawn),-3,-2,-13,-2,1,-2,0.1,-3,i,+
CCC(C)OC(=O)C[N+](C)(C)CCOC1CC2CCC1(C)C2(C)C (stereo not drawn),0,-9,-5,0,0,-6,-1.6,-1,i,i
COc1ccc(N(CC(=O)Nc2cccc(F)c2)S(=O)(=O)c2c(C)[nH]c(=O)[nH]c2=O)cc1,8,3,-4,0,-2,-5,0.1,2,i,i
COCc1ccc(CN2CCC(N3CCC(C(=O)N4CCCC4)CC3)CC2)o1,-3,3,4,-1,3,-2,-4.0,1,i,i
CCCCn1c(=O)[nH]c(=O)c2c1nc(-c1cc(Br)ccc1OC)n2C,-1,-6,1,1,-4,-5,0.6,-2,i,i
Cc1ccc([N+](=O)[O-])c(C(=O)N/N=C/c2cccs2)c1,-28,-2,-3,2,2,-11,-0.4,0,i,i
CCN(CC)C(=O)c1ccc(Cn2cc([N+](=O)[O-])cn2)o1,-4,-2,-5,-3,0,-4,-1.0,4,i,i
Cc1nnc(SCC(=O)Nc2ccccc2F)n1-c1ccc(F)cc1,0,-1,-3,-1,-1,-1,-0.8,2,i,i
COc1cccc(C2c3[nH]c4ccccc4c3C[C@H]3C(=O)N(C4CCN(Cc5ccccc5)CC4)CC(=O)N23)c1 (stereo partly drawn),5,17,-2,3,2,-7,1.8,-9,i,i
CCC(c1nnnn1-c1ccc2c(c1)OCCO2)N1CCN(c2ccccn2)CC1 (stereo not drawn),8,0,-2,x,x,x,1.3,x,x,i
# Continued:
SMILES,SUMO1-SIM PPI,NadD block,CSN inh,STEP inh,Rin1 Abl inh,Scp1 inh,LMPTP block,DNMT1 inh,Rpn11 block,Neddyl block
Cc1cc(C(=O)Nc2cccc(C(=O)O)c2)oc1C,1,0,0,-2,2,1,-1.9,3,i,i
O=c1[nH]c(C2CCN(S(=O)(=O)c3ccccc3F)CC2)nc2c1nnn2Cc1ccc2c(c1)OCCO2,4,23,0,2,2,-5,6.5,-4,i,i
CC(NC(=O)c1ccncc1)C(c1cccs1)N1CCOCC1 (stereo not drawn),4,-8,2,1,-3,-1,-2.1,1,i,i
Cc1cc(CN(C)C(=O)c2cc(COc3ccc(C)c(C)c3)on2)on1,0,-7,-1,2,0,-13,2.3,0,i,i

# Quoted at random: 5 records from the list.
SMILES,SUMO1-SIM PPI,NadD block,CSN inh,STEP inh,Rin1 Abl inh,Scp1 inh,LMPTP block,DNMT1 inh,Rpn11 block,Neddyl block
Cc1ccc(NC(=S)N2CCC(O)CC2)c(C)c1,12,-4,1,0,1,0,-1.0,1,i,i
O=C(NNC(=O)c1ccccc1F)C1=NN(c2ccccc2)C(=O)CC1,0,-6,-5,2,0,-9,-1.2,3,i,i
Cc1cccc(CCNc2nc3ccccc3n3nnnc23)c1,20,1,3,-2,3,-11,-0.4,12,i,i
CN(C)C(=O)N1CCC(C(=O)N2CCCC(C(=O)c3ccc(C(C)(C)C)cc3)C2)CC1 (stereo not drawn),-1,8,3,-1,7,-1,-0.7,-4,i,i
O=C(c1c[nH]c(C(=O)N2CCN(c3ccccc3F)CC2)c1)c1cccc(Cl)c1Cl,-1,13,-3,-4,-2,-6,2.1,-2,i,i

# Bioassay records (PubChem)
